# CCT modulator: High-Throughput Screening for Modulators of Cytosolic Chaperonin Activity. 360,000 compounds, 0.3% hits. activity change, % (test concentration not listed), hits read low. purified chaperonin ATPase assay, HTRF ADP detection, 30 min; in the data active = activity change below about -30%; note: % is set by controls: 0 for no effect and ±100 for the full control effect
#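 TRiC at 40 or 20 nM final (batch-dependent) in 30 mM Tris pH 7.4, 100 mM KCl, 5 mM MgCl2, 1 mM DTT, with compound at single 76 uM and 10 uM ATP, 30 min at 37 deg C. ADP detected by HTRF Transcreener, 665/615 ratio.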
# EPAC1 antagonist: qHTS for Antagonist of cAMP-regulated guanine nucleotide exchange factor 3 (EPAC1): primary screen; EPAC1 GEF assay, Rap1b-BODIPY-GDP exchange fluorescence; Potency, µM (titrated, usually from 115 µM), for inactives: at the highest dose activity change, negative = inhibition, actives largely listed as inhibitors; 360,000 compounds, 0.14% hits; AID 720709, 2013;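 note: potency is the fitted concentration of half-maximal effect; plate controls were vehicle for no effect and positive control for full effect; nearly all actives have a fitted effect of over 50% in size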
# PLK1 PBD block: qHTS for Inhibitors of PLK1-PDB (polo-like kinase 1 - polo-box domain): Primary Screen | 360,000 compounds, 2.8% hits | Potency, µM, for the others: max response, negative = inhibition, actives largely listed as inhibitors | Serine/threonine-protein kinase PLK1 (Homo sapiens), P53350 | Plk1 PBD binding of FITC phosphopeptide, fluorescence polarization; note: potency is the fitted concentration of half-maximal effect; series mostly up to about 57 µM; % is set by controls: 0 for no effect and ±100 for the full control effect; nearly all actives have a fitted effect of over 65% in size
# EPAC1 ag: qHTS for Agonist of cAMP-regulated guanine nucleotide exchange factor 3 (EPAC1): primary screen; Rap guanine nucleotide exchange factor 3 (Homo sapiens), O95398; EPAC1 agonist qHTS, biochemical assay; response scale: 100% = response to 6.5 mM cAMP; Potency, µM (series often up to 154 µM), inactives show top-dose activation, most hits filed as activators; 360,000 compounds, 0.073% hits; AID 720707, 2013; note: potency is the fitted concentration of half-maximal effect; nearly all actives have a fitted effect of over 60% in size
#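 Nucleotide exchange by EPAC1 (100 nM) on Rap1B–BODIPY-GDP (250 nM) in the presence of 50 uM GDP is tracked fluorescently at 480/540 nm over 30 min. Signals are normalized to a 6.5 mM cAMP control.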
# WRN helicase inh: qHTS for Inhibitors of WRN Helicase; Bifunctional 3'-5' exonuclease/ATP-dependent helicase WRN (Homo sapiens), Q14191; AID 651768, 2012; 360,000 compounds, 0.46% hits; Potency, µM (titrated, usually from 114 µM), for the others: at the top dose activity change, negative = inhibition, most hits filed as inhibitors; WRN helicase unwinding, fluorescent forked duplex, kinetic; note: potency is the fitted concentration of half-maximal effect; % is set by controls: 0 for no effect and ±100 for the full control effect; nearly all actives have a fitted effect of over 55% in size
# Target sequence (Q14191 whole entry, looked up): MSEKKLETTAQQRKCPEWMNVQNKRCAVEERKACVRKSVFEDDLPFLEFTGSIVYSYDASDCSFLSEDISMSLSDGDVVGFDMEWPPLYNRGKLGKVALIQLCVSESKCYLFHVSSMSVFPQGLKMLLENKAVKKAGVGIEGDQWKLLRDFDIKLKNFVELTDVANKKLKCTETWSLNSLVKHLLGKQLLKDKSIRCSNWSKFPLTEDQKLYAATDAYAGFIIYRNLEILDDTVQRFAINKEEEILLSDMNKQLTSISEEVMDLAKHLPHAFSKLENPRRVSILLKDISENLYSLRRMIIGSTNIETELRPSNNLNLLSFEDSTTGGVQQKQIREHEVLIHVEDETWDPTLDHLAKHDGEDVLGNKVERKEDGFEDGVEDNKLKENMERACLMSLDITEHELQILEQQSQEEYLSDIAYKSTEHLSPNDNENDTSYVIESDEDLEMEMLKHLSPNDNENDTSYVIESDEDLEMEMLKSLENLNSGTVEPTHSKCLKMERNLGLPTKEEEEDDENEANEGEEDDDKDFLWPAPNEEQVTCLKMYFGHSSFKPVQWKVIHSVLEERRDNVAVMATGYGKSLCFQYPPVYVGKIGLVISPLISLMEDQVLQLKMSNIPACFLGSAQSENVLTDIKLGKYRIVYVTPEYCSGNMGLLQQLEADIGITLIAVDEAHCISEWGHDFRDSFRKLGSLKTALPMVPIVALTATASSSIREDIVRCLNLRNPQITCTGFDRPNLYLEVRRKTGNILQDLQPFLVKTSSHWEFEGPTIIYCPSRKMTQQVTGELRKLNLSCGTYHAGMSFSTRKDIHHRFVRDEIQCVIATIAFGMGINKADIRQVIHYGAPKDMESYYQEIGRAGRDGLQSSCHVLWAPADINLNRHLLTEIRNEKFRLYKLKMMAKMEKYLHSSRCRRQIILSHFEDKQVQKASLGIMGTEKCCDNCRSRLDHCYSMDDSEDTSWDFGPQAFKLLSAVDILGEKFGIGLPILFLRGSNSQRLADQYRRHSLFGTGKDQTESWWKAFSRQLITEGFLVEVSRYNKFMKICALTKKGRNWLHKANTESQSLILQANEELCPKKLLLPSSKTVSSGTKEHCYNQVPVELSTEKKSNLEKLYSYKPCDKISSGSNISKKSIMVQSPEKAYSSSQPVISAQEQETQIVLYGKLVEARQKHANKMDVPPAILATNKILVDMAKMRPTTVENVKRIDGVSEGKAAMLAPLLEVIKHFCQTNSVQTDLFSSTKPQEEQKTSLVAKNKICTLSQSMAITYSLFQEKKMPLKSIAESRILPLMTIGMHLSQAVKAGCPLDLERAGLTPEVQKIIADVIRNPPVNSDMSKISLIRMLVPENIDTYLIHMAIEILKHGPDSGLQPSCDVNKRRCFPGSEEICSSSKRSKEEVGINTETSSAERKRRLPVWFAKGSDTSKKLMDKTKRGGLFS
#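 Enzyme (20 nM final) and test compound sit together 15 min at room temperature before substrate addition. Substrate is a single-forked duplex oligonucleotide (100 nM) labelled with fluorophore and quencher, with 2 mM ATP; helicase unwinding raises red fluorescence, read kinetically.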
# EPAC2 agonist: qHTS for Agonist of cAMP-regulated guanine nucleotide exchange factor 4 (EPAC2): primary screen. Potency, µM (titrated, usually from 154 µM), inactives show at the highest dose activation, actives largely listed as activators. 360,000 compounds, 0.079% hits. Rap guanine nucleotide exchange factor 4 (Homo sapiens), Q8WZA2. EPAC2 activation, biochemical qHTS; response scale: 100% = 6.5 mM cAMP response. AID 720711, 2013; note: potency is the fitted concentration of half-maximal effect; nearly all actives have a fitted effect of over 50% in size
#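 Compounds were titrated in qHTS against a Rap1B-BODIPY-GDP (250 nM) complex with EPAC2 (100 nM) and GDP (50 uM). BODIPY-GDP release tracked at 480/540 nm over 30 min at room temperature, normalized to 6.5 mM cAMP.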
# IL2 activator: qHTS of IL-2 Activators; AID 652025, 2013; activation, % (series mostly up to about 46 µM); 360,000 compounds, 0.065% hits; IL-2 activation reporter assay, cell-based qHTS; stimulated with anti-CD3/CD4/CD28 beads; in transgenic mouse T cells; in the data active = activation above about 50%; inconclusive = mostly about 30% to 49%; note: 0% is about no effect
#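 Using fluorescent plate cytometry, EGFP and DsRed are detected in transgenic mouse T cells stimulated 18 h at 37 degrees C with antibody-coated beads after 60 min compound pretreatment.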
# PI5P4Ka inh: qHTS for Inhibitors of phosphatidylinositol 5-phosphate 4-kinase (PI5P4K). max response, %. Phosphatidylinositol 5-phosphate 4-kinase type-2 alpha (Homo sapiens), P48426. PI5P4Kalpha enzyme, ADP-Glo luminescence, 60 min; hits give low values. 330,000 compounds, 1.2% hits. AID 652105, 2013; active = max response of -50% or lower; inconclusive = between -30% and -50%; inactive = -30% or higher; note: value at the top dose of about 77 µM; % is set by controls: 0 for no effect and ±100 for the full control effect
#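 Luminescence from ADP-Glo served as readout of PI5P4Kalpha activity in a qHTS format. Reaction: enzyme, substrate, compound, ATP at 5 microM final, 60 min at RT.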
# * marks the source's active call; other numbers are inactive results; u = inconclusive; x = no result given; [ ] = remark or other dose. Unless noted, calls come from the whole dose curve; as a rule, active = well fitted curve in the direction sought with a large enough effect; inconclusive = small, poorly fitted or top-dose-only effect, or another doubt; inactive = no such curve, though single readings can be large; an effect the other way counts as inactive or inconclusive.
# Abbreviations: A = CCT modulator; B = EPAC1 antagonist; C = PLK1 PBD block; D = EPAC1 ag; E = WRN helicase inh; F = EPAC2 agonist; G = IL2 activator; H = PI5P4Ka inh
COc1cc(NS(=O)(=O)c2ccc(N/C=C(\C=O)c3nc4ccccc4o3)cc2)nc(OC)n1
  A = -0.1	B = -12%	C = -21%	D = 3%	E = -33%	F = 11%	G = -2.7	H = -5
Cc1cc(=O)[nH]c(SCC(=O)Nc2c(C)n(C)n(-c3ccccc3)c2=O)c1C#N
  A = -8.9	B = 4%	C = -7%	D = 4%	E = 8%	F = 12%	G = 1.6	H = 3
COc1ccc(CCNc2nc(=S)[nH]c3cc(OC)c(OC)cc23)cc1OC
  A = -0.4	B = -6%	C = -4%	D = 11%	E = -15%	F = 1%	G = 1.6	H = -5
CC(Sc1nc2ccccc2n1C)C(=O)NC(c1ccccc1)c1ccccc1 (stereo not given)
  A = 0.4	B = -5%	C = 2%	D = 14%	E = -8%	F = 16%	G = -1.5	H = x
CC(=O)NC(CC(=O)c1ccc([N+](=O)[O-])cc1)C(Cl)(Cl)Cl (stereo not given)
  A = 2.0	B = -1%	C = 0%	D = -9%	E = 0%	F = -4%	G = -4.0	H = 5
Cc1ccc(-c2noc(-c3cc(C(C)(C)C)nn3Cc3ccccc3)n2)cc1
  A = 1.0	B = 9%	C = 4%	D = -11%	E = 2%	F = 7%	G = -0.4	H = 6
CN(CC(=O)Nc1ccccc1Cl)C(=O)Cn1cc(C(F)(F)F)ccc1=O
  A = 0.3	B = -5%	C = 0%	D = -6%	E = -7%	F = -1%	G = 0.8	H = -3
CC(C)(C)C(=O)Nc1nc2c(s1)CN(Cc1ccccc1)CC2
  A = -2.1	B = 1%	C = -15%	D = -3%	E = 5%[57.1 µM]	F = -7%	G = 0.8	H = 1
CC(=O)N=c1c(C#N)cc2c(=O)n3cccc(C)c3nc2n1CCCOC(C)C
  A = 0.8	B = -6%	C = -10%	D = -13%	E = 14%	F = -7%	G = 4.9	H = -14
Cc1cccc(NC(=S)NCCc2ccc(S(N)(=O)=O)cc2)c1C
  A = -2.4	B = 6%	C = -16%	D = 6%	E = u	F = 10%	G = 0.5	H = 0
CSCCC(NC(=O)c1c(C)oc2c1CCCC2)C(=O)O (stereo not given)
  A = 0.3	B = 31%[activator]	C = -6%	D = -6%	E = -5%	F = -3%	G = -2.7	H = 3
COc1ccccc1CNC(=O)c1cc(-c2ccc(F)cc2OC)n[nH]1
  A = 0.5	B = -19%	C = -15%	D = -3%	E = 2%	F = 16%	G = 3.7	H = -3
CCSc1nnc(NC(=O)C(NC(=O)c2ccc(Cl)cc2)C(C)C)s1 (stereo not given)
  A = 0.7	B = -7%	C = -20%	D = 17%	E = 2%	F = 0%	G = -1.9	H = 4
COc1cccc(CNC(=O)[C@@H]2CCCN2C(=O)[C@H]2CCCCN2C(=O)c2ccccc2)c1
  A = 1.0	B = 6%	C = -5%	D = -6%	E = 1%	F = 0%	G = -0.3	H = 0
O=C(Oc1c(Cl)cc(Cl)c2cccnc12)N1CCCCC1
  A = 2.2	B = 5%	C = -7%	D = 9%	E = 2%	F = 9%	G = -1.6	H = -2
COc1ccccc1Cc1c(-c2cccc(Cl)c2)nc2ccc(Br)cn12
  A = 0.7	B = -20%	C = -4%	D = 4%	E = -12%	F = 7%	G = -0.6	H = -3
Cc1cc(NC(=O)c2nn3cccnc3c2Cl)no1
  A = -0.7	B = 1%	C = 0%	D = -5%	E = -3%	F = -3%	G = -0.3	H = x
CCN1CCc2c(OCC(=O)Nc3ccc(C)cc3)cccc2C1=O
  A = 0.8	B = 16%	C = 4%	D = 1%	E = -30%	F = 1%	G = -2.6	H = -4
COCCOC(=O)C1=C(C)NC(=O)NC1c1ccc(Cl)cc1 (stereo not given)
  A = -0.2	B = 2%	C = -5%	D = 2%	E = -11%	F = 4%	G = -1.1	H = x
CN(C)c1cccc(C(=O)N2CCCC(CCC(=O)N3CCN(c4ccccn4)CC3)C2)c1 (stereo not given)
  A = -1.0	B = 4%	C = 2%	D = -20%	E = 5%	F = 0%	G = -0.2	H = -4
COc1ccc(OC)c(CCNC(=O)Cc2ccc(NC3=NC4CS(=O)(=O)CC4S3)cc2)c1 (stereo not given)
  A = 2.0	B = 14%	C = 2%	D = -7%	E = 10%	F = -3%	G = -2.7	H = 0
COc1ccc(NC(=S)N(CCN2CCCCC2)Cc2ccco2)cc1
  A = 0.7	B = -14%	C = -14%	D = -10%	E = 8%	F = 7%	G = -3.0	H = 2
CC(OC(=O)c1nn(C)c(=O)c2ccccc12)C(=O)NC1CCCCC1C (stereo not given)
  A = -4.6	B = -12%	C = 1%	D = u	E = -5%	F = -3%	G = 1.0	H = -7
Cc1cc(Br)ccc1NC(=O)CN1C(=S)NC(C)(C)CC1C (stereo not given)
  A = -11	B = 2%	C = -10%	D = -4%	E = 11%	F = 6%	G = 0.9	H = -11
CCOC(=O)C1=C(N)n2c(s/c(=C\c3ccncc3)c2=O)=C(C(=O)OCC)C1c1ccncc1 (stereo not given)
  A = -1.3	B = -8%	C = -23%	D = 6%	E = -25%	F = -11%	G = -0.3	H = 1
CCCCN(C(=O)C1=NN(c2ccccc2)C(=O)CC1)c1c(N)n(CCC)c(=O)[nH]c1=O
  A = -4.0	B = -2%	C = -7%	D = 17%	E = -1%	F = 2%	G = 1.1	H = 0
CC(C)C(=O)NCc1cc(-c2ccc(Cl)cc2)no1
  A = 0.9	B = 2%	C = 4%	D = -2%	E = 3%	F = 3%	G = 0.3	H = -22
COC(CNC(=O)c1ccc(CS(=O)(=O)c2c(Cl)cccc2Cl)o1)OC
  A = -0.1	B = 5%	C = 4%	D = 2%	E = -11%	F = -4%	G = -2.9	H = 1
COc1ccc(CNC(=O)N[C@H](C(=O)O)C(C)C)cc1OC
  A = -1.0	B = -3%	C = -6%	D = 1%	E = 0%	F = 17%	G = -2.4	H = -1
CC(C)(C)OC(=O)N[C@@H](Cc1ccccc1)C(=O)NCC1CCC(C(=O)N[C@@H](CCC(N)=O)C(=O)O)CC1 (stereo not given in full)
  A = 0.9	B = 8%	C = -9%	D = -10%	E = -2%	F = -9%	G = 0.1	H = -6
CCC(C)NC(=O)Cc1ccc(-c2ccccc2)cc1 (stereo not given)
  A = 1.0	B = -22%	C = -4%	D = -8%	E = 10%	F = 0%	G = -1.4	H = -12
COC(=O)c1sc(NC(=O)c2cnccn2)c(C(=O)OC)c1C
  A = 1.2	B = 4%	C = 1%	D = 4%	E = -9%	F = -1%	G = -1.5	H = -1
CCOc1ccc(OCC)c(NC(=O)CSc2nnc(Cn3cnc4ccccc43)n2C)c1
  A = 1.0	B = 2%	C = -2%	D = 2%	E = 46%[activator][57.1 µM]	F = -33%[inhibitor]	G = -1.6	H = x
CCOC(=O)C1CCN(S(=O)(=O)c2ccc3[nH]c4c(c3c2)CCCC4)CC1
  A = -0.6	B = -15%	C = u	D = -1%	E = -12%	F = 12%	G = -4.3	H = -1
CCCNc1ncnc2[nH]ncc12
  A = -0.3	B = 3%	C = -2%	D = 11%	E = -5%	F = 4%	G = -0.4	H = -5
CN(C)c1nccc(NCc2ccccc2)c1C#N
  A = -1.4	B = 13%	C = -10%	D = -4%	E = u	F = 7%	G = -0.8	H = -22
CCCN(S(=O)(=O)c1ccccc1F)S(=O)(=O)c1ccccc1Br
  A = 1.3	B = 0%	C = -4%	D = 3%	E = -8%	F = 10%	G = -0.4	H = 14
CSCC[C@H](NC(=O)Nc1ccc(C)cc1C)C(=O)O
  A = -1.8	B = -12%	C = -4%	D = 4%	E = 1%	F = -5%	G = -0.1	H = 2
CCOCc1c(C(=O)OCC(=O)/C(C#N)=C(\C)N)oc2ccccc12
  A = -2.0	B = -19%	C = -10%	D = -4%	E = -30%	F = -5%	G = 0.8	H = 0
COc1ccc2c(c1)CCCC21NC(=O)N(CC(=O)N2CC(C)OC(C)C2)C1=O (stereo not given)
  A = 0.0	B = -15%	C = -6%	D = 0%	E = 0%	F = 0%	G = -0.5	H = -4
CCOc1ccc(C2/C(=C(/O)c3ccc(S(=O)(=O)N4CCCCC4)cc3)C(=O)C(=O)N2CCCOC)cc1OC (stereo not given)
  A = -1.8	B = 5%	C = -1%	D = 1%	E = -27%	F = -8%	G = -2.1	H = -2
CCC(=O)Nc1ccc(C(=O)Nc2ccc3c(c2)C(=O)N(CC2CCCO2)C3=O)cc1 (stereo not given)
  A = -3.6	B = 3%	C = -1%	D = -23%	E = -25%[57.1 µM]	F = -12%	G = 0.3	H = 23
Fc1ccc(COc2ccc(Br)cc2CNCC2CCCO2)cc1 (stereo not given)
  A = 2.0	B = -14%	C = -11%	D = -12%	E = -13%	F = -6%	G = 2.7	H = -2
COc1ccc(CN(C(=O)CCC(=O)Nc2cc(C)on2)C(C(=O)NC(C)(C)C)c2cccc(OC)c2OC)cc1 (stereo not given)
  A = -1.4	B = -6%	C = 0%	D = 3%	E = 5%	F = 2%	G = -0.3	H = 9
COCCn1c(SCC(=O)c2c(N)n(C3CC3)c(=O)[nH]c2=O)nc2ccccc21
  A = 0.1	B = 11%	C = 2%	D = 3%	E = 0%	F = 8%	G = 0.0	H = -3
CC12CCC(C(=O)Nc3ccc4c(c3)OCCO4)(OC1=O)C2(C)C (stereo not given)
  A = -1.0	B = 18%	C = -6%	D = 0%	E = 10%	F = -1%	G = -2.9	H = x

# Some of these compounds in order of number of heavy atoms, lowest first.
# Abbreviations: A = CCT modulator; B = EPAC1 antagonist; C = PLK1 PBD block; D = EPAC1 ag; E = WRN helicase inh; F = EPAC2 agonist; G = IL2 activator; H = PI5P4Ka inh
CCCNc1ncnc2[nH]ncc12
  A = -0.3	B = 3%	C = -2%	D = 11%	E = -5%	F = 4%	G = -0.4	H = -5
CN(C)c1nccc(NCc2ccccc2)c1C#N
  A = -1.4	B = 13%	C = -10%	D = -4%	E = u	F = 7%	G = -0.8	H = -22
COCCn1c(SCC(=O)c2c(N)n(C3CC3)c(=O)[nH]c2=O)nc2ccccc21
  A = 0.1	B = 11%	C = 2%	D = 3%	E = 0%	F = 8%	G = 0.0	H = -3

# Screening results as filed in PubChem.

# The list is partial; rates above refer to the full screens.
